Screens: PubChem BioAssay, several laboratories
Anthrax LF inh2: Bacillus anthracis LF protease inhibitors, primary screen, biochemical, multiplex microsphere, MLPCN library | 0.12% of 360,000 active | Lethal factor (Bacillus anthracis), P15917 | inhibition, % at 10 µM | multiplex microsphere protease cleavage assay; in the data active = inhibition above about 30%; note: plate controls were buffer without enzyme for full effect and enzyme alone for no effect
PfHsp40 yeast: rescue of yeast from PfHsp40 toxicity, primary screen, S. cerevisiae, ATP luminescence. S. cerevisiae expressing PfHsp40, growth rescue. growth rescue, % at 12.5 µM. 0.68% of 340,000 active. AID 504582, 2011; in the data active = growth rescue above about 28%, passing the limit was not always enough;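 note: yeast W303a lacking pdr1 and pdr3 grown in galactose medium; growth measured after three days at 30 °C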
SARS 3CLpro inh: SARS-CoV 3CLpro protease inhibitors, primary screen, biochemical, quenched FRET; Replicase polyprotein 1ab (Severe acute respiratory syndrome coronavirus), P0C6X7; recombinant SARS-CoV 3CLpro, quenched FRET peptide cleavage; inhibition, % at 6 µM; 0.14% of 290,000 active; AID 1706, 2009; in the data active = inhibition above about 12%
SSB-PriA inh: inhibitors of Klebsiella pneumoniae PriA binding to SSB C-terminal tail, primary screen, biochemical, AlphaScreen; PriA–SSB C-terminal tail interaction (Klebsiella pneumoniae); AlphaScreen SSBct-PriA binding, biotinylated peptide; inhibition, % at 33 µM; 0.6% of 430,000 active; AID 1272365, 2023; in the data active = inhibition mostly above about 37%, no sharp cut-off; inactive = mostly below about 20%;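 note: plate controls were negative control peptide for no effect and reference peptide for full effect; strong numbers were not always called active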
Y pestis TopoI: Yersinia pestis topoisomerase I inhibitors, primary screen, biochemical, cleavage product accumulation, plate reader, single point; DNA topoisomerase I (Yersinia pestis CO92); Y. pestis Topo-I cleavage product accumulation; activity, % at 10 µM; 0.064% of 360,000 active; in the data active = activity above about 50%, passing the limit was not always enough; note: inactives centre near 2
Vc quorum ag: inducers of Vibrio cholerae quorum light production without autoinducers, primary screen, BH1578 luxS cqsA deficient, single point; V. cholerae BH1578 lux reporter, luminescence, 6 h; activation, % at 18.7 µM; 0.16% of 350,000 active; AID 588436, 2011; in the data active = activation mostly above about 9.7%, no sharp cut-off; note: not every result past the cut was called active; inactives centre near 0; reference of the scale not given here
TcdB GH inh: TcdB glycohydrolase inhibitors, primary screen, biochemical, single point, plate reader. TcdB glycohydrolase enzymatic assay. inhibition, % at 9.99 µM. AID 652162, 2013. Toxin B (Clostridioides difficile), P18177. 0.24% of 350,000 active; in the data active = inhibition above about 10%
MazEF act: activators of E. coli MazEF toxin-antitoxin RNase, primary screen, biochemical, fluorescence, uHTS. Endoribonuclease toxin MazF (Escherichia coli (strain K12)), P0AE70. FAM/BHQ RNA-DNA oligo cleavage fluorescence, 5 h. activation, % at 20 µM. 0.32% of 350,000 active. AID 504720, 2011; in the data active = activation above about 50%
Target sequence (P0AE70 whole entry, looked up): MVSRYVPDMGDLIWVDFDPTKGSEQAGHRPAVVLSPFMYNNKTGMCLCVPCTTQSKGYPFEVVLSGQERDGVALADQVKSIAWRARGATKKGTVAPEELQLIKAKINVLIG
VHR inh abs: VHR1 phosphatase inhibitors, primary screen, biochemical, absorbance, uHTS; inhibition, % at 13.3 µM; recombinant VHR phosphatase, pNPP absorbance; Dual specificity protein phosphatase 3 (Homo sapiens), P51452; 0.52% of 290,000 active; in the data active = inhibition above about 50%; note: some compounds called inactive have numbers as strong as hits
Target sequence (P51452 whole entry, looked up): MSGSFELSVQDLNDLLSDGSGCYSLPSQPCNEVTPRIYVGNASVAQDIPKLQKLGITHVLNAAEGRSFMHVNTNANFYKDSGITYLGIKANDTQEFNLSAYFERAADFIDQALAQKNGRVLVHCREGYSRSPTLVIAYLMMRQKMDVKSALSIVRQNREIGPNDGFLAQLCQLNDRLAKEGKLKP
Rv3671c inh: Rv3671c serine protease inhibitors, primary screen, biochemical, fluorescence polarization, M. tuberculosis H37Rv; 0.048% of 320,000 active; P9WHR9; inhibition, % at 5.96 µM; AID 2606, 2010; in the data active = inhibition above about 38%;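 note: extracellular domain of Rv3671c used as enzyme; 0% = enzyme with DMSO and 100% = no enzyme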
Target sequence (P9WHR9 whole entry, looked up, the tested form may be a part): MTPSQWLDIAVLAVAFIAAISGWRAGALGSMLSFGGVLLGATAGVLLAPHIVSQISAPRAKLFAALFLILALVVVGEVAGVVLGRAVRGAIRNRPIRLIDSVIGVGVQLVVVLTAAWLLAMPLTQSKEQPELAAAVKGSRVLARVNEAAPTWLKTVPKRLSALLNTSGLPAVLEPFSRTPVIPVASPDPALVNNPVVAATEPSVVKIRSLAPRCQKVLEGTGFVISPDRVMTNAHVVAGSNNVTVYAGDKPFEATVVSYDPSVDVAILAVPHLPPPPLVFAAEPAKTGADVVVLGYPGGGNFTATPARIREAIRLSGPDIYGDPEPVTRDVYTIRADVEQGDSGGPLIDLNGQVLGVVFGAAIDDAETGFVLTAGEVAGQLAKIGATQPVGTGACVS
Active calls of the source: *; i = inactive; nt = not tested or not shown. Not all compounds are listed (hit frequency here may not be typical).

entry	smiles	TcdB GH inh	Rv3671c inh	VHR inh abs	SSB-PriA inh	Anthrax LF inh2	Vc quorum ag	PfHsp40 yeast	Y pestis TopoI	SARS 3CLpro inh	MazEF act
1	COc1ccc(NCC(O)COc2ccc(C(C)(C)C)cc2)cc1 (stereo unspecified)	-0.1	2	-2	11	-5	-1.6	-0.3	-3	1	-3
2	COCCNC(=O)c1c[nH]c2ccc(S(=O)(=O)N3CCOCC3)cc2c1=O	1.9	9	2	0	-3	-0.3	0.8	-4	-3	8
3	Cc1cc(O)c2c3c(c(=O)oc2c1)CCC(C)C3 (stereo unspecified)	1.2	-7	30	-2	nt	i	-1.2	2	0	3
4	Cc1ccc(NC(=O)c2sc(=S)n(-c3cc(C)ccc3F)c2N)cc1	-1.0	9	29	-4	-8	-3.0	-2.2	1	-7	-1
5	CCCCN(C=O)c1c(CC)nc2ccc(C(=O)NCc3ccc4c(c3)OCO4)cn12	0.2	nt	nt	nt	-7	-0.4	nt	8	nt	nt
6	O=C(Cn1nc(-c2nn(CC(=O)c3ccccc3)c3[n+]2CCCCC3)[n+]2c1CCCCC2)c1ccccc1	2.1	5	-11	-10	-10	-0.5	nt	5	0	22
7	COc1ccccc1NC(=O)CN1C(=O)C2(OCCCO2)c2ccccc21	-1.7	-9	-4	5	0	-0.9	-1.6	2	-2	3
8	O=C(NCCCN1CCOCC1)C(=O)NCc1ccco1	0.8	7	1	2	0	2.5	-1.2	-9	2	3
9	Cc1c(C)c2cc(Cl)c(OCC(=O)NCCCN3CCCC3=O)cc2oc1=O	1.5	nt	nt	nt	2	-4.5	nt	-10	nt	0
10	CC1Cc2ccccc2N1C(=O)CCNS(=O)(=O)c1cccc2nsnc12 (stereo unspecified)	nt	0	33	-7	-2	i	0.6	-3	1	1
11	Cc1cccc(-c2cnn(-c3ccccc3)c2N)c1	2.2	-5	9	-14	-10	-18	-1.1	-1	-4	-5
12	Cc1cc([N+](=O)[O-])nn1CC(=O)NCc1nc2ccccc2[nH]1	0.6	8	23	7	6	-0.7	9.2	-10	5	7
13	COC(=O)c1cc(S(=O)(=O)N2CCN(c3ccccc3OC)CC2)cn1C	1.4	12	-4	0	0	-0.2	2.2	-2	-3	1
14	Cc1nnc(SCC(=O)Nc2ccc3c(c2)OCCO3)n1N	nt	7	26	-9	-4	nt	-1.4	0	1	-2
15	Cc1ccc(C(=O)N2CCCC2)cc1S(=O)(=O)Nc1cccc(C)c1C	1.6	-2	28	3	-8	0.8	-2.8	-3	0	-3
16	CCSc1nnc(NC(=O)c2c(-c3ccccc3Cl)noc2C)s1	nt	-9	-13	-5	6	nt	-0.1	1	1	-3
17	CC(=O)c1cc2c(cc1NC(=O)CN1CCCCCCC1)OCO2	nt	-2	-4	-10	-1	i	0.6	23	-1	-5
18	O=C(OCCN1CCOCC1)c1ccc(Cl)cc1Cl	-6.4	9	-3	-4	-12	-0.4	-1.0	-15	-6	0
19	COCCNc1nc(NCc2cc(-c3ccc(OC)cc3)no2)c2sccc2n1	-0.7	nt	nt	nt	-7	-0.6	nt	3	nt	nt
20	CC(=O)N1N=C(c2ccc([N+](=O)[O-])cc2)CC1c1ccccc1Cl (stereo unspecified)	1.9	-10	2	45*	8	-0.7	0.6	4	1	1
21	COc1ccc(F)cc1C(=O)C1CCCN(C(=O)CCN2CCCCO2)C1 (stereo unspecified)	-0.4	0	39	-2	-3	-0.3	-0.4	2	0	-2
22	COc1ccc(F)cc1C(=O)C1CCCN(Cc2c[nH]c3ccccc23)C1 (stereo unspecified)	1.8	3	3	-10	-1	nt	0.0	-1	-1	8
23	CCOc1ccc(NS(=O)(=O)c2ccc(C(=O)N3CC(C)OC(C)C3)cc2)cc1 (stereo unspecified)	1.4	-6	nt	-8	1	i	0.7	-6	nt	4
24	CC(=O)c1ccc(N2CCN(C(=O)c3ccc(Cn4c(=S)[nH]c5ccc(N6CCOCC6)cc5c4=O)cc3)CC2)cc1	1.6	-16	15	-8	-2	i	1.2	9	-1	-5
25	O=S(=O)(NCC(c1ccco1)N1CCN(c2ccc(F)cc2)CC1)c1ccc2c(c1)OCCO2 (stereo unspecified)	nt	2	-3	-10	1	0.2	1.5	-4	-3	5
26	CCN(CC(=O)Nc1ccccc1C(F)(F)F)C(=O)C1CCC1	0.6	2	nt	-21	1	-2.4	-0.9	-1	nt	-4
27	CN1CCCN(C(=O)CSc2ccccc2)CC1	-0.9	1	11	-6	2	0.3	-2.1	5	-1	-4
28	O=C(Nc1nnc(SCc2ccc(Cl)cc2)s1)c1cnccn1	0.6	-9	-5	-6	-1	-0.3	-0.2	-5	4	5
29	O=C(NCCC(c1ccccc1)c1ccco1)c1cccs1 (stereo unspecified)	3.0	-3	1	-6	-9	i	1.8	14	5	0
30	Cc1nc2ccccc2nc1OCC(=O)Nc1ccccc1	0.4	4	6	2	-2	1.4	0.4	-2	-1	-24
31	NC(=O)NNC(=S)Nc1cccc2ccccc12	-2.7	-3	22	-1	-4	i	-3.0	4	2	6
32	CCCCOC(=O)/C(=C\c1ccc([N+](=O)[O-])o1)NC(=O)c1ccccc1	nt	5	-18	-17	1	nt	0.0	-7	-3	-11
33	CCCN(CC)c1ncnc2[nH]ncc12	0.8	nt	nt	0	-1	-5.9	-3.2	3	nt	11
34	COC(=O)C1=C(C(=O)OC)[C@@H]2N(Cc3ccccc3)c3ccccc3[C@@]23C[C@@H](C(=O)OC)N=C3N1	0.2	3	-12	10	-2	-0.2	-0.2	10	nt	6
35	C=CCN(C)NC(=S)Nc1ccccc1	nt	7	-2	-16	-2	i	-0.4	-1	-3	2
36	C=C(C)COc1ccc(-c2ncnc(C(F)(F)F)c2-c2ccccc2)c(O)c1	-1.3	-5	-3	0	3	-0.8	0.5	33	4	-1
37	Cc1cc(S(=O)(=O)Nc2cccc(O)c2)c(C)s1	nt	-2	11	-17	nt	i	-1.6	-7	-4	-16
38	CCOC(=O)CC1ON(C)C(=O)N1c1ccc(Cl)cc1Cl (stereo unspecified)	nt	-3	-3	-8	-2	0.0	0.6	8	5	3
39	Cc1nc2ccccn2c1C(=O)N/N=C/c1ccc(F)cc1	0.4	-2	-8	nt	-7	i	-1.4	6	-2	1
40	COC(=O)Cn1cnc2c(cnn2-c2ccc(C)cc2)c1=O	nt	1	14	-14	-7	-1.0	1.9	0	0	3
41	COc1ccccc1NC(=O)CSCc1cc(=O)n2c(C)csc2n1	-1.3	-11	28	-8	-2	-0.4	0.0	-7	-1	16
42	Cc1cc(C)c(C#N)c(SCC(=O)NC2CC2)n1	2.0	4	17	-5	-1	-1.3	0.7	3	-6	2
43	O=C(OCc1cc(=O)n2c(n1)sc1ccccc12)c1ccc(O)cc1O	0.4	-84	14	1	-6	i	-0.3	1	5	28
44	COc1cc(OC)cc(-c2nnc(SCC(=O)N3CCOCC3)o2)c1	nt	4	34	-11	-2	i	1.2	5	5	-4
45	CCOC(=O)C1(Cc2ccccc2)CCCN(S(=O)(=O)N(C)C)C1 (stereo unspecified)	0.8	0	-3	-26	-2	-0.3	-1.3	1	-1	12
46	CCC(=O)N1CCNC(=O)C1CC(=O)Nc1ccc(C)c(Cl)c1 (stereo unspecified)	nt	3	-16	-7	2	2.8	-0.8	-3	4	-5
47	CC1CCC(NC(=O)c2ccc(N3CCCC3=O)cc2)CC1 (stereo unspecified)	nt	1	14	-7	-1	i	1.3	-3	0	-6
48	c1ccc2c3n(nc2c1)CCCO3	3.2	3	nt	-6	1	i	-0.1	-12	nt	4
49	O=C(CCC1CCN(Cc2nccs2)CC1)Nc1ccccc1	1.4	nt	nt	nt	-8	3.1	nt	4	nt	11
50	CC(=C1C(=O)c2ccccc2C1=O)N1CCN(CCN=Cc2c(O)n(C)c(=O)n(C)c2=O)CC1	nt	-1	-20	-12	-4	i	-0.4	4	7	2

Other entries follow.
entry	smiles	TcdB GH inh	Rv3671c inh	VHR inh abs	SSB-PriA inh	Anthrax LF inh2	Vc quorum ag	PfHsp40 yeast	Y pestis TopoI	SARS 3CLpro inh	MazEF act
51	Cc1nnc(SCCOC(N)=O)n1C	nt	nt	32	-3	1	i	-0.5	-1	-2	3
52	CC(=C\c1ccccc1)/C=C1/SC(=O)N(CCCC(=O)Nc2ccc(C(=O)O)cc2)C1=O	-1.2	-22	20	2	-9	-0.1	0.0	18	7	-12
53	Cc1nc2c(C#N)c(-c3ccc(Cl)cc3)ccn2n1	0.4	5	26	1	4	-0.3	0.0	9	3	-3
54	COc1ccc(CCNC(=O)C2CCN(C(=O)c3ccc(Br)cc3)CC2)cc1OC	0.8	0	6	-3	3	-0.3	-0.7	-5	-1	3
55	Cn1ncc(Cl)c1C(=O)N1CCN(c2ccc(F)cc2)CC1	1.6	-6	8	-9	-1	i	-1.9	-7	3	11
56	O=C(Nc1nnc(Cc2ccc([N+](=O)[O-])cc2)s1)c1ccc2c(c1)OCO2	0.2	-10	-5	7	-5	0.1	-1.6	-2	-1	3
57	O=C(NCCc1ccccc1)c1ccc(NC2=NC3CS(=O)(=O)CC3S2)cc1 (stereo unspecified)	1.4	6	27	-9	-6	-0.1	0.6	0	2	2
58	COc1ccc(NC(=O)CN(C)C(=O)CNC(=O)c2sc3ccccc3c2Cl)cc1	-0.9	-9	nt	-6	1	0.3	-0.6	-2	nt	-1
59	O=[N+]([O-])c1cc(O)c2ncccc2c1	1.3	-51	8	84*	nt	nt	nt	nt	1	-13

Three entries out of the list, sorted by molar mass, smallest number first.
entry	smiles	TcdB GH inh	Rv3671c inh	VHR inh abs	SSB-PriA inh	Anthrax LF inh2	Vc quorum ag	PfHsp40 yeast	Y pestis TopoI	SARS 3CLpro inh	MazEF act
35	C=CCN(C)NC(=S)Nc1ccccc1	nt	7	-2	-16	-2	i	-0.4	-1	-3	2
2	COCCNC(=O)c1c[nH]c2ccc(S(=O)(=O)N3CCOCC3)cc2c1=O	1.9	9	2	0	-3	-0.3	0.8	-4	-3	8
34	COC(=O)C1=C(C(=O)OC)[C@@H]2N(Cc3ccccc3)c3ccccc3[C@@]23C[C@@H](C(=O)OC)N=C3N1	0.2	3	-12	10	-2	-0.2	-0.2	10	nt	6
